Screening data as filed in PubChem.
SW480 rereplic: DNA re-replication induction in SW480 cells; Potency, µM (series often up to 46.1 µM), without a hit: at the top dose re-replication activation, actives largely listed as activators; actives 1.8% (n = 340,000); SW480 DNA re-replication, Hoechst DNA content imaging, 48 h; further: potency means the concentration at half of the fitted maximal effect; % of control where 0% means no effect; nearly all actives have a fitted effect of over 55% in size
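Image-based read-out: total Hoechst fluorescence of nuclei (405 nm excitation, 500-530 nm emission), with hits raising the fraction of high-intensity nuclei. SW480 colon cells incubated 48 hr with compounds at 37 C.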
HT1080-NT tox: kills 2HG-producing HT-1080-NT fibrosarcoma cells; AID 686970; HT-1080-NT fibrosarcoma viability, CellTiter-Glo ATP luminescence, 48 h; Potency, µM (top dose mostly 46.1 µM), without a hit: at the top dose activity, negative = less viability, hits mostly cytotoxic; actives 1.6% (n = 360,000);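 further: NT is the 2HG producing partner of a matched IDH1 knockdown line; potency means the concentration at half of the fitted maximal effect; 0% = DMSO-treated cells and -100% = media-only wells without cells; nearly all actives have a fitted effect of over 55% in size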
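Read-out is CellTiter-Glo luminescence after 10 minutes at room temperature, following 48 hours' compound treatment of HT-1080-NT cells (750 cells/well, RPMI, 5% FBS, 37 degrees C).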
KB-3-1 cytotox: KB-3-1 parental cell cytotoxicity | KB-3-1 viability, CellTiter-Glo ATP luminescence, 72 h | Potency, µM (titrated, usually from 46.1 µM), for inactives: top-dose activity change, negative = cytotoxic, actives largely listed as cytotoxic | actives 1.4% (n = 400,000) | AID 1347075; further: potency means the concentration at half of the fitted maximal effect; on the % scale 0 is the no-effect control and ±100 the full control effect; nearly all actives have a fitted effect of over 60% in size
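KB-3-1 parental drug-naive adenocarcinoma cells in DMEM/10% FBS, incubated 72 h at 37 C with pin-transferred compounds across a concentration series. Viability by CellTiter-Glo luminescence; concentration-response curves fitted after normalization.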
IL-1B inflam inh: inhibitors of inflammasome signaling (IL-1 beta secretion); THP-1 LPS/ATP IL-1B secretion, AlphaLISA, 16 h; hits give low values; activity change, % at 57.5 µM; actives 4.7% (n = 360,000); AID 743279; in the data active means activity change below about -50%; inconclusive means mostly about -30% to -49%; further: on the % scale 0 is the no-effect control and ±100 the full control effect
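Secreted IL-1B measured by AlphaLISA bead assay after 16 h compound exposure of THP-1 cells; compounds (final up to 57.5 uM) added 1 h before LPS (250 ng/mL) and ATP (1.25 mM) stimulation; lower signal means less secretion.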
HT1080 IDH1KD tx: toxicity to HT-1080 IDH1 knockdown cells (counter line); actives 2% (n = 360,000); Potency, µM (top dose mostly 46.1 µM), for inactives: at the top dose activity, negative = toxicity, hits mostly cytotoxic; HT-1080 IDH1 knockdown viability, ATP luminescence, 48 h;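 further: potency means the concentration at half of the fitted maximal effect; 0% = DMSO wells and -100% = cell-free medium wells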
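Assay cells: HT-1080 with IDH1 knockdown, 750 per well, RPMI/5% FBS. Exposure: 48 h at 37 °C following 2 h pre-incubation. Read: CellTiter-Glo luminescence; fitted concentration-response, curve class assigned.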
ATXN2 expr inh: reduces ATXN2 reporter expression in HEK-293 cells | HEK-293 ATXN2-luciferase reporter, luminescence, 24 h | Potency, µM (titrated, usually from 57 µM), for the others: top-dose activity change, negative = inhibition, usual class: inhibitors | actives 0.72% (n = 360,000); further: potency means the concentration at half of the fitted maximal effect; on the % scale 0 is the no-effect control and ±100 the full control effect; nearly all actives have a fitted effect of over 55% in size
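ATXN2-luciferase reporter cells (luciferase flanked by upstream and downstream ATXN2 gene portions) were treated 24 h at 37 °C with compounds at up to 57 uM. SteadyGlo luminescence gave expression; GF-AFC fluorescence gave viability.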
WRN inhibitor: WRN helicase (human) inhibition. AID 651768. actives 0.46% (n = 360,000). Potency, µM (highest dose often 114 µM), for inactives: at the highest dose activity change, negative = inhibition, most hits filed as inhibitors. WRN helicase unwinding, fluorescent forked duplex, kinetic; further: potency means the concentration at half of the fitted maximal effect; on the % scale 0 is the no-effect control and ±100 the full control effect; nearly all actives have a fitted effect of over 55% in size
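WRN at 20 nM final was preincubated with compound for 15 min at room temperature; reaction started with 100 nM forked duplex oligonucleotide carrying fluorophore and quencher plus 2 mM ATP (final). Unwinding followed kinetically by red fluorescence (ex 525/em 598 nm).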
KB-V1 cytotox: KB-V1 MDR subline cytotoxicity; KB-V1 MDR cells viability, CellTiter-Glo, 72 h; Potency, µM (top dose mostly 46.1 µM), for inactives: at the top dose activity change, negative = cytotoxicity, hits mostly cytotoxic; actives 3.4% (n = 400,000); further: potency means the concentration at half of the fitted maximal effect; on the % scale 0 is the no-effect control and ±100 the full control effect; nearly all actives have a fitted effect of over 60% in size
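Cells of the MDR subline KB-V1 are plated, dosed with compound at multiple concentrations, and incubated 72 h at 37 degrees C; CellTiter-Glo is then added and luminescence read after 10 min.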
MCF10A rerep: induces DNA re-replication in MCF 10a normal breast cells; MCF 10A DNA re-replication, Hoechst nuclear intensity, 48 h; Potency, µM (series often up to 46.1 µM), inactives show at the highest dose activity, positive = re-replication, actives largely listed as activators; actives 2.9% (n = 350,000); AID 624296; further: potency means the concentration at half of the fitted maximal effect; % of control where 0% means no effect; nearly all actives have a fitted effect of over 50% in size
Numbers without * were called inactive; ? = inconclusive; . = no result given; [ ] = dose if it differs, or a comment. Unless noted, the call rests on the fitted dose curve; in most records, active means well fitted curve in the direction sought with a large enough effect; inconclusive means small, poorly fitted or top-dose-only effect, or another doubt; inactive means no such curve, though single readings can be large; an effect the other way counts as inactive or inconclusive.

SMILES | SW480 rereplic | HT1080-NT tox | KB-3-1 cytotox | IL-1B inflam inh | HT1080 IDH1KD tx | ATXN2 expr inh | WRN inhibitor | KB-V1 cytotox | MCF10A rerep
CCCn1c(=O)c(C(=O)NNC(=O)c2ccc(Cl)cc2Cl)c(O)c2ccccc21 | -1% | -6% | 3% | -7 | 0% | . | 5% | -4% | 0%
O=C(CSc1nnc(-c2cccnc2)o1)Nc1nccs1 | -1% | 8% | 0% | 2 | 13% | 12% | -11% | ? | 3%
COc1cccc(-c2nc(CS(=O)CC(=O)NC3CCCCC3)c(C)o2)c1 (configuration not stated) | -2% | 16% | 12% | 11 | 3% | -19% | 1% | ? | -1%
Cc1ccc(-c2noc(CCC(=O)NCC3CCN(Cc4cccc(C)c4)CC3)n2)cc1 | 18% | ? | ? | -67* | ? | -22% | -7% | ? | 7%
O=C(O)C1CCN(c2ccccc2[N+](=O)[O-])CC1 | 4% | -5% | -19% | 15 | 22% | -22% | 3% | -4% | 7%
O=[N+]([O-])c1ccc(O)c(C=Nc2ccc3c(c2)OCCO3)c1 | 2% | 10% | 1% | 17 | 1% | 49%[activator] | -17%[57.1 µM] | 1% | 0%
O=C(NCCC(NS(=O)(=O)OCC(Cl)(Cl)Cl)c1ccccc1)C(F)(F)F (configuration not stated) | -8% | 2% | -12% | 14 | 11% | 1% | 3% | -6% | -2%
CNC(=O)NNC(=O)c1nc(-c2ccccc2)c(C)o1 | -2% | 23% | -5% | . | 20% | 5% | 2% | 3% | ?
Cc1cc(O)c(C(C)C)cc1N=Nc1ccccc1C(=O)O | -2% | ? | 6% | 19 | ? | 6% | -26% | -11% | -8%
COC(=O)CNC(=O)c1ccccc1F | -4% | -1% | 7% | -12 | 6% | 1% | -10% | -17% | 7%
O=C(CCc1nc(-c2ccccc2)no1)Nc1cccnc1 | 0% | 1% | -3% | 2 | 10% | -2% | -8% | -28% | 2%
CN(C(=O)Nc1ccc(Cl)c(Cl)c1)c1ccccc1C(=O)O | -7% | 2% | 0% | -9 | 8% | 5% | 6% | 0% | -12%
COc1ccc(-c2nnn(CC(=O)N(CCO)C(C(=O)NC3CCCC3)c3ccc(F)cc3)n2)cc1 (configuration not stated) | 8% | 6% | 1% | 10 | ? | -8% | 5% | -30% | -5%
CC(=O)NC(c1ccc(C)cc1)c1cc([N+](=O)[O-])c2cccnc2c1O (configuration not stated) | -8% | ? | ? | 119 | ? | ? | -12%[57.1 µM] | ? | 25%
CSc1nc(N2CCOCC2)c2c3c(sc2n1)CCC3 | -3% | -17% | 24% | 4 | -3%[9.24 µM] | -7% | -10% | -14% | 5%
CCN(CC)CCN1C(=O)C(O)=C(C(=O)c2ccco2)C1c1ccccn1 (configuration not stated) | 1%[9.22 µM] | 16% | 15% | 1 | 18% | -2% | -7% | 12% | 10%
O=C(Nc1nnc2n1CCS2)c1ccc(Br)o1 | -15% | 11% | 14% | 0 | 0% | 8% | 13% | -3% | 5%
Cc1c([N+](=O)[O-])c(N)nn1C | -68%[inhibitor] | -5% | -2% | -7 | -4% | -15% | -2% | 4% | -11%
COc1ccc(Nc2nc(C)cc(C)c2C(N)=O)cc1OC | -45%[inhibitor][1.84 µM] | 3% | 7% | 18 | 2% | -14% | 6%[57.1 µM] | 20% | -22%
CC(=O)c1ccc(NC(=O)CSc2nc(C3CC3)nc3ccccc23)cc1 | -3% | -18% | -18% | ? | -16% | 17% | -13% | -13% | ?
O=C(CNc1ccccc1Cl)N/N=C1\CCCc2ccccc21 | 0% | 3% | -9% | -14 | 1% | -15% | 2% | 14% | ?
Cc1cc(/C=C(\C#N)C(=O)NCc2ccco2)c(C)n1-c1cccnc1 | -2% | 6% | 0% | -25 | -1% | 42%[activator] | 3% | 9% | 1%
O=C(CNC(=O)c1cc(=O)[nH]c2ccc(S(=O)(=O)N3CCOCC3)cc12)Nc1ccc(F)c(F)c1 | 1% | 0% | -1% | 0 | 2% | 9% | 1% | 7% | 3%
Cc1ccc(CN2CCC(CNS(=O)(=O)c3ccc(-c4ccc(=O)[nH]n4)s3)CC2)cc1 | -7% | -22% | 2% | ? | -13% | -15% | -3% | 9% | 3%
COc1ccc(S(=O)(=O)N(C)CC(=O)Nc2ccc(F)cc2)cc1 | 15% | -2% | -5% | -1 | 13% | -6% | -9% | -16% | -6%
Cc1cc(Nc2ccc3ccccc3c2)n2ncnc2n1 | 11% | ? | ? | 14 | ? | 53%[activator] | -10% | ? | ?
O=C1c2cccc3cccc(c23)C(=O)N1CC1CCN(S(=O)(=O)c2ccccc2)CC1 | 2% | 16% | 15% | 31 | -1% | 4% | -1% | -3% | -1%
CCN(CC)S(=O)(=O)c1ccc(C(=O)OCCNC(=O)c2cccnc2)cc1 | 0% | 14% | 15% | -12 | 6% | 11% | 2% | 5% | 10%
Cc1ccccc1CSCc1ccc(C(=O)NCCCN2CCOCC2)o1 | -11% | 8% | 14% | 19 | 16% | 0% | -5% | 5% | 2%
COc1ccc(-c2cc3ncc(-c4ccccc4)c(N)n3n2)cc1 | 6% | ? | -7% | -55* | ? | 53%[activator] | -8% | ? | 2%

Complete entries from above. Order of values: SW480 rereplic, HT1080-NT tox, KB-3-1 cytotox, IL-1B inflam inh, HT1080 IDH1KD tx, ATXN2 expr inh, WRN inhibitor, KB-V1 cytotox, MCF10A rerep
O=C1c2cccc3cccc(c23)C(=O)N1CC1CCN(S(=O)(=O)c2ccccc2)CC1 across the screens: 2%, 16%, 15%, 31, -1%, 4%, -1%, -3%, -1%
O=C(CNc1ccccc1Cl)N/N=C1\CCCc2ccccc21 across the screens: 0%, 3%, -9%, -14, 1%, -15%, 2%, 14%, ?

(list continues)
SMILES | SW480 rereplic | HT1080-NT tox | KB-3-1 cytotox | IL-1B inflam inh | HT1080 IDH1KD tx | ATXN2 expr inh | WRN inhibitor | KB-V1 cytotox | MCF10A rerep
CCCCN(C(=O)Cc1ccc2c(c1)OCCO2)c1c(N)n(CC(C)C)c(=O)[nH]c1=O | -3% | 11% | -4% | 3 | 23% | 4% | 2% | -3% | 2%
COc1cccc(C(=O)Nc2nc(-c3ccccc3)c(-c3ccccc3)o2)c1 | ? | ? | ? | 76 | ? | -27% | -4% | 26% | 14%
CC(NC(=O)CSc1ncccn1)c1ccc(Cl)cc1Cl (configuration not stated) | -11% | 7% | -3% | 22 | 7% | 5% | 3% | -8% | -3%
COc1ccc(OC)c(/C=C2\Oc3cc(OCC(=O)N4CC(O)C[C@H]4C(=O)O)ccc3C2=O)c1 (some centres not stated) | -26% | -2% | 0% | -1 | 6% | -1% | -23% | 14% | -2%
CCC(C)c1c(O)nc(SCC(=O)N2CCCCC2)[nH]c1=O (configuration not stated) | -6% | 10% | 0% | -5 | 1% | . | 5% | -17% | 0%
CC(C)N1CCc2c(sc(NC(=O)c3ccc(C(=O)c4ccccc4)cc3)c2C(N)=O)C1 | ? | 21µM* | -27% | -98* | 18µM* | ? | 5% | -21% | 16µM*
CCOC(=O)c1nc(NCc2ccccc2F)c2ccccc2n1 | -2% | 19% | -2% | 1 | 3% | -21%[11.3 µM] | -28%[57.1 µM] | ? | 10%
C(=N\Nc1nc2ccccc2[nH]1)/c1ccccc1 | -1% | -1% | -14% | -95* | 6% | 31%[activator] | 1% | ? | 3%
c1cnc(NCCSSCCNc2ncccn2)nc1 | . | -1% | 20% | -1 | -15% | . | 9% | 25% | .
O=C(NCCCN1CCOCC1)c1ccc(Sc2ccc(Br)cc2)c([N+](=O)[O-])c1 | 0% | -1% | -2% | 16 | 10% | -4% | 5% | -6% | 33%
Cc1ccc(-n2cc(CN3CCN(Cc4nccn4C)CC3)c(-c3ccc(F)cc3)n2)cc1 | 4% | ? | -11% | ? | ? | . | -1% | -9% | 7%
C=C(C)c1cccc(C(C)(C)NC(=O)Nc2ccc(C)cn2)c1 | 11% | -1% | -11% | -6 | 6% | -19% | -6% | 0% | 8%
N#CCc1c(C#N)c(N)nc(N2CCCC2)c1C#N | 15µM* | -10% | ? | 5 | -6% | -5% | 4% | -22% | ?
Cc1ccc2c(COC(=O)C34CC5CC(CC(C5)C3)C4)cc(=O)oc2c1 | 4% | 14% | -3% | 15 | 21% | 35%[activator] | -3% | -1% | 1%
CCCc1cc(=O)n2[nH]c(NC(=O)c3ccco3)nc2n1 | -2% | ? | 20% | 7 | 23% | -2% | -7% | 2% | -1%
C[C@H](C(=O)O)c1n[nH]c(=O)c2ccccc12 | -5% | 7% | -8% | 9 | 13% | -7% | -7% | 11% | 1%
CC1CC(C)(C)CC2(C1)NC(=O)N(CC(=O)NCC(c1ccco1)N1CCCCC1)C2=O (configuration not stated) | -2% | 5% | 8% | 67 | 1% | -1% | 6% | 6% | -3%
CCOc1ccc(S(=O)(=O)Nc2ccc(C(=O)N/N=C(\C)c3ccc(-n4ccnc4)cc3)cc2)cc1 | 3% | -19% | -17% | -20 | ? | 2% | -9% | -1% | 8%
C=CCNc1nc(-c2sc(NC(=O)CC)nc2C)cs1 | 1% | -33% | ? | ? | ? | 143%[activator] | -8% | ? | ?
COc1cccc(NC(=O)CN(c2ccc(C)cc2)S(=O)(=O)c2c(C)nn(C)c2C)c1 | 1% | -3% | -6% | 5 | -4% | -1% | 1% | ? | -2%
NC(=O)CC(NC(=O)c1ccc(Br)cc1)c1ccc(N2CCN(c3ccccn3)CC2)c([N+](=O)[O-])c1 (configuration not stated) | 4% | 1% | 0% | -17 | 1% | -25% | -11% | 0% | -30%
Cc1ccc(-c2csc3nnc(SCC(=O)Nc4cccc(C)n4)n23)cc1 | -2% | -6% | 1% | -12 | -3% | 23% | -11% | 7.3µM* | 3%

Hits appear at their usual frequency. About 12% of those tested had a hit in this group.
